MITF inh = human MITF inhibition, primary screen; AlphaScreen MITF homodimerization, bead proximity signal; hit rate 0.91% among 650,000; O75030; inhibition, % at 2.6 µM; in the data active = inhibition above about 50%;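 also: 0% = vehicle wells with protein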
TEAD-YAP block = TEAD-YAP interaction inhibition. HEK-TIYL cells, TEAD-Gal4/YAP UAS-luciferase luminescence. inhibition, % at 9.12 µM. hit rate 1.4% among 640,000; in the data active = inhibition above about 32%;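 also: 0% = median of test compound wells and 100% = reference inhibitor wells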
FBW7 act = activators of human E3 ligase FBW7; Q969H0; AlphaScreen FBW7–phospho-cyclin E peptide binding, activator screen; normalized activity (activation), % at 26.1 µM; hit rate 0.13% among 650,000; AID 1259310; in the data active = normalized activity above about 1.9%;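 also: purified mutant Fbw7 with reduced substrate affinity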
Target sequence (Q969H0 whole entry, looked up): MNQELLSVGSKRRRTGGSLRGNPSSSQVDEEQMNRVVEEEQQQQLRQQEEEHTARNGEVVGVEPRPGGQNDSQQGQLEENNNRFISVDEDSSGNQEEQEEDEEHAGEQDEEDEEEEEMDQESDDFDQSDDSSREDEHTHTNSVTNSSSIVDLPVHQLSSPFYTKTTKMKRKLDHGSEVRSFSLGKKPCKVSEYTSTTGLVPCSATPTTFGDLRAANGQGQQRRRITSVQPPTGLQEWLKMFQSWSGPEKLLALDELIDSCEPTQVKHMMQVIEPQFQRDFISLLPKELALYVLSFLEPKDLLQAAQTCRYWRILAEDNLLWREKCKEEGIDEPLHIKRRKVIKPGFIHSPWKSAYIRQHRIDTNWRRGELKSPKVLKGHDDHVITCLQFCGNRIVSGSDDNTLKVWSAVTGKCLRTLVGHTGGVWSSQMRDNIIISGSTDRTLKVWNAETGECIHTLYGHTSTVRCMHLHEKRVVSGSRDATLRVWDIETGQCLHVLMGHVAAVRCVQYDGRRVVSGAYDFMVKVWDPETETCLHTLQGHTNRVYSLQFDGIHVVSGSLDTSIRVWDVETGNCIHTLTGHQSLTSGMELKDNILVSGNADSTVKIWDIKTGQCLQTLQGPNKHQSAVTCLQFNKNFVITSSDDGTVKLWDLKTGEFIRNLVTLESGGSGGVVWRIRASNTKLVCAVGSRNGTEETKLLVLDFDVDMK
GPR151 activ = activates the human receptor GPR151. Q8TDV0. PathHunter beta-arrestin GPR151 cells, luminescence. activation, % at 11.2 µM. hit rate 1% among 650,000. AID 1508602; in the data active = activation above about 4.9%;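 also: 0% = median of compound wells and 100% = cells with positive control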
Active calls of the source: *; & = joins results of further samples.

SMILES	MITF inh	TEAD-YAP block	FBW7 act	GPR151 activ
CN(C)/C(=N\S(=O)(=O)c1ccc(Cl)cc1)c1ccccc1	13	6	0.1	-0.3
COc1ccc(NS(=O)(=O)c2cccc(C(=O)O)c2)cc1	4	8	0.0	0.5
CC(C)[C@H]1NC(=O)[C@H]2CN(C(=O)c3cc(F)ccc3F)CCN2C1=O	9	-4	0.2	1.0
COc1ccc(C(=O)N2CCN(C3CC4CCC3C4)CC2)cc1 (stereo not drawn)	39	2	-0.2	-0.1
Oc1ccc(CCNc2nc(NC3CCC(O)CC3)nc3c2ncn3-c2ccsc2)cc1 (stereo not drawn)	-4	48*	-0.1	-2.4
CCOc1ccc(NC(=O)CSc2n[nH]c(=O)n2-c2ccccc2)cc1	11	7	0.4	0.5
COC(=O)N1CC(=O)N(OCN2C(=O)c3ccccc3C2=O)C1c1ccccc1 (stereo not drawn)	13	-8	0.3	0.3
O=C(O)CCc1nc(-c2ccncc2)no1	15	0	0.6	-0.5
O=C(CN1C(=O)CCC1=O)NC(=S)Nc1ccc2c3c(cccc13)CC2	7	-3	0.2	0.9
COc1ccccc1N1CCN(c2nnc(C)c3ccccc23)CC1	2	-11	-0.1	-1.3
CN(C)c1nc2nonc2nc1NCc1ccc2ncccc2c1	9	0	0.1	2.9
O=[N+]([O-])c1ccccc1Oc1c(F)c(F)nc(N2CCCC2)c1F	10	-3	-0.1	0.5
O=C(CS(=O)(=O)c1ccccc1)Nc1nncs1	19	10	0.1	-0.1
COc1ccccc1/C=C1/SC(=Nc2ccc(F)cc2)NC1=O	1	23	0.1	-0.8
COCCCNC(=O)c1ccc2c(c1)nc(C)n2-c1ccccc1OC	-1	8	-0.1	0.4
COCC(=O)NCC1CCC2(CCN(Cc3c(O)ccc4ccccc34)CC2)O1 (stereo not drawn)	-2	7	0.0	1.8
Cc1ccc2cc3cc(C(=O)N4CCC(C)CC4)oc3nc2c1	4	-38	0.1	1.1
COc1ccc(CCN2C(=S)N(c3ccccc3)C(=O)C2CC(=O)Nc2ccc(OC)cc2)cc1 (stereo not drawn)	11&29	5&-4	0.3&0.4	0.4&-0.2
CCOC(=O)c1ccc(-n2c(C)nc(=O)c(-c3ccccc3)c2C)cc1	-3	-3	-0.1	7.8*
COc1ccc(/C(C#N)=C/c2ccc(N3CCOCC3)c([N+](=O)[O-])c2)cc1OC	6	-2	-0.2	-1.1
CCOc1ccc2c(c1)c(C(C)=O)c(C)n2CCc1ccccc1	3	9	0.0	0.7
CCOc1ccc(N2C(=O)CC(N(Cc3ccco3)C(=O)CC)C2=O)cc1 (stereo not drawn)	-2	8	0.0	1.0
Cc1cc(C)n(/N=C/c2ccccc2[N+](=O)[O-])c(=O)c1C#N	3	2	0.2	0.3
COc1ccc(-c2nc(C(=O)NCc3ccccc3)cs2)cc1	11	-3	0.0	-1.2
COc1ccccc1Nc1ncnc2[nH]ncc12	17	-18	-0.1	-1.2
COc1cc(S(=O)(=O)N2CCN(C34CC5CC(CC(C5)C3)C4)CC2)ccc1Cl	11	7	0.1	-0.5
COc1ccc(C2=NN(CC(=O)NC(C)(C)C)C(=O)c3cc4ccccc4n3C2)cc1	12	2	0.1	1.0
O=C(c1ccc(Br)s1)N1CCC[C@@H]([C@@H](O)c2ccc(F)cc2)C1	-7	12	-0.2	0.1
C/C=C\C(=O)Nc1scc2c(C(=O)OCC)nn(-c3ccc(F)cc3)c(=O)c12	-11	-1	0.0	-0.1
COc1ccc(C2C(C(=O)N3CCOCC3)=C(C)Nc3nc4ccccc4n32)cc1 (stereo not drawn)	1	1	0.0	0.4

One compound at a time, as listed above:
Entry for COc1ccccc1N1CCN(c2nnc(C)c3ccccc23)CC1 → MITF inh = 2; TEAD-YAP block = -11; FBW7 act = -0.1; GPR151 activ = -1.3
Entry for COc1ccc(CCN2C(=S)N(c3ccccc3)C(=O)C2CC(=O)Nc2ccc(OC)cc2)cc1 (stereo not drawn) → MITF inh = 11&29; TEAD-YAP block = 5&-4; FBW7 act = 0.3&0.4; GPR151 activ = 0.4&-0.2

(next part)
SMILES	MITF inh	TEAD-YAP block	FBW7 act	GPR151 activ
O=C(CCS(=O)(=O)c1ccc2c(c1)SCC(=O)N2)Nc1ccccc1F	-2	-2	-0.2	-0.8
NC(=O)/C=C/C(=O)Nc1ccc(Cl)cc1	4	7	0.0	0.6
CCOc1ccccc1N(C)C(=O)c1nn(-c2ccc(OC)cc2)c(=O)c2ccccc12	3	7	-0.2	-0.5
COC(=O)CN(c1ccc(Cl)cc1)S(=O)(=O)c1ccccc1	12	-1	-0.1	-1.1
COc1ccc(OC)c(NC(=O)C2C3C4CCC(C4)C23)c1 (stereo not drawn)	-6	-1	-0.1	1.1
COc1ccc(COC(=O)C2=C(C)NC3=C(C(=O)CCC3)C2c2ccc(Br)cc2)cc1 (stereo not drawn)	24	-1	1.7	0.2
COc1ccc(NC(=S)N(Cc2cccs2)C2CCCC2)cc1Cl	5	0	0.1	1.5
COc1cc(-c2cnn3c(N4CCOCC4)ccnc23)cc(OC)c1OC	5	77*	1.7	1.4
CC(=O)N1CCC2(CC1)OCc1cc(-c3cc(F)cc(F)c3)ccc1O2	9	-33	-0.1	0.6
OCc1cccc(-c2cnc3ccc(NCc4cccs4)nn23)c1	12	-1	-0.1	-0.9
CCc1[nH]nc2c1C(c1cccnc1)C(C#N)=C(N)O2 (stereo not drawn)	10	0	0.2	1.1
CCN(CC(=O)Nc1ccc(OC)cc1)CC(=O)NC(C)C	10	2	0.2	1.0
O=c1[nH]cc(S(=O)(=O)N2CCC3(CC2)OCCO3)c(=O)[nH]1	3	4	-0.2	-1.9
O=C(COc1ccc(Cl)cc1)NNC(=O)CSc1nnc2c(n1)[nH]c1ccccc12	41	-3	0.0	-0.3
COc1cc(C(=O)Nc2ccccc2-c2nnn(CC(N)=O)n2)cc(OC)c1OC	3	10	0.0	0.3
Cc1cc(S(=O)(=O)NC2CC2)ccc1-n1cnnn1	8	3	-0.1	0.0
CN(C)CCCNC(=O)c1ccccc1Cl	-14	-1	-0.1	-1.6
CCCCOc1ccc(N2CC(C(=O)NCC(C)C)CC2=O)cc1 (stereo not drawn)	5	5	-0.1	0.5
CN1C(=O)/C(=C/c2ccc(N3CCCC3)c(F)c2)C(=O)NC1=S	-17	8	-0.2	1.2
Cc1cc(C)nc(/N=C(\N)Nc2ccc(S(=O)(=O)Nc3nc(C)cc(C)n3)cc2)n1	10	4	0.0	-1.0
CC(C)[C@H](NC(=O)c1ccccc1)C(=O)Nc1ccc(Br)cc1	5	-1	0.4	-0.9
COc1ccccc1OCc1nc(Cc2ccc(Cl)cc2)no1	4	1	0.1	1.4
COc1cc(OC)cc(C(=O)N[C@H](C(=O)NCCC(C)C)C(C)C)c1	0	3	-0.1	0.9
COC(=O)c1c(NC(=O)c2cccc(C)c2)sc2c1C(C(=O)OC)CC2 (stereo not drawn)	4	-2	0.1	-1.2
Cc1ccc(C(O)(C(=O)NCCO)c2ccc(C)cc2)cc1	1	10	0.0	2.1
Cc1nn(-c2cccc(Cl)c2)c2c1C(c1ccccc1Cl)C(C#N)=C(N)O2 (stereo not drawn)	10	2	-0.1	5.5*
CCCCC(=O)N(CC)c1nnc(Cn2nnc3ccccc32)s1	24	10	0.1	-0.8
CCOC(=O)C1CCCN(C(=O)CSc2ccsc2[N+](=O)[O-])C1 (stereo not drawn)	4	0	-0.4	-0.1
N#CC1=C(S)NC(=O)CC1c1cccs1 (stereo not drawn)	-5	-10	-0.3	-2.3
Cc1sc2nc(Cc3ccccc3)[nH]c(=O)c2c1C	26	3	0.1	0.3

Reformatted with two lines to a compound: 5 of the compounds above
Screens in order – MITF inh, TEAD-YAP block, FBW7 act, GPR151 activ
> Cc1ccc(C(O)(C(=O)NCCO)c2ccc(C)cc2)cc1
→ 1, 10, 0.0, 2.1
> CCOC(=O)C1CCCN(C(=O)CSc2ccsc2[N+](=O)[O-])C1 (stereo not drawn)
→ 4, 0, -0.4, -0.1
> COc1ccccc1OCc1nc(Cc2ccc(Cl)cc2)no1
→ 4, 1, 0.1, 1.4
> COc1cc(OC)cc(C(=O)N[C@H](C(=O)NCCC(C)C)C(C)C)c1
→ 0, 3, -0.1, 0.9
> N#CC1=C(S)NC(=O)CC1c1cccs1 (stereo not drawn)
→ -5, -10, -0.3, -2.3

Gathered by group, the compounds so far with a furan ring, fused or not (two)
SMILES	MITF inh	TEAD-YAP block	FBW7 act	GPR151 activ
Cc1ccc2cc3cc(C(=O)N4CCC(C)CC4)oc3nc2c1	4	-38	0.1	1.1
CCOc1ccc(N2C(=O)CC(N(Cc3ccco3)C(=O)CC)C2=O)cc1 (stereo not drawn)	-2	8	0.0	1.0

Additional structures
SMILES	MITF inh	TEAD-YAP block	FBW7 act	GPR151 activ
COC(=O)CSC1=C(C#N)C(c2cccc([N+](=O)[O-])c2)CC(=O)N1 (stereo not drawn)	-3	-9	-0.1	-0.6
CCSc1nc2c(c(=O)[nH]1)C(c1ccc(C(=O)OC)cc1)C(C(=O)OC)=C(C)N2 (stereo not drawn)	-2	-13	0.0	-1.8
COc1cccc(NC(=O)c2ccc(NCCCN3CCC(C)CC3)c([N+](=O)[O-])c2)c1	-9	-6	-0.1	1.1
CCOC(=O)C1=C(C)N=c2s/c(=C\c3cn(Cc4ccccc4Cl)c4ccccc34)c(=O)n2C1c1ccccc1 (stereo not drawn)	1	0	-0.1	1.7
CC1CCCC(NC(=O)CSc2ncccc2C(=O)O)C1C (stereo not drawn)	5	-1	0.1	1.9
CC1=CCC(/C(C)=N/NC(=O)c2cccc(N3CCCC3=O)c2)CC1 (stereo not drawn)	0	-13	-0.1	-1.3
CCC(=O)N1CCc2nc3cccc(C)n3c(=O)c2C1	5	-3	-0.1	0.4
CSc1ccc(/C=C/C(=O)OCC(=O)Nc2ccc3[nH]c(=O)[nH]c3c2)cc1	6	-1	0.1	1.7
NC(=O)NC(=O)COC(=O)CCC(=O)c1ccc2c(c1)OCCO2	-10	-1	0.1	3.0
O=C(Nc1ccc2nc3n(c(=O)c2c1)CCCCC3)c1ccccc1F	5	-30	0.2	1.0
CCC(=O)N1c2ccccc2-c2nnc(SC)nc2OC1c1ccc(N(CC)CC)cc1 (stereo not drawn)	21	17	0.0	1.4
CCOC(=O)CCCn1c(=O)c2cccn2c2ccccc21	6	-5	-0.3	0.1
O=C(CNC(=O)c1ccccc1)NCC(=O)OCC(=O)c1ccc([N+](=O)[O-])cc1	4	6	-0.3	0.3
CNC(=O)NC(=O)C(C)OC(=O)C(NS(=O)(=O)c1ccc(F)cc1)C(C)O (stereo not drawn)	-2	-2	0.1	0.2
O=C(CCC(=O)N1CCSc2ccccc21)Nc1ccc(Cl)cc1	3	6	0.1	-3.1
Cc1cc(C)cc(NS(=O)(=O)c2ccc3c(c2)OCCN3C(=O)c2ccco2)c1	1	10	-0.1	0.9
O=C(CCN1CCN(c2ccc(Cl)cc2)CC1)Nc1ccccc1C(F)(F)F	1	11	-0.1	0.1
Cc1ccc(C2(C)NC(=O)N(CC(=O)N3CCCCCC3)C2=O)cc1 (stereo not drawn)	-20	1	-0.1	1.1
COc1cccc(-c2nn(C)c3sc(C(=O)NCCCN4CCCC4=O)cc23)c1	-6	10	-0.2	0.4
COC(=O)CN(c1cccc(C(C)=O)c1)S(C)(=O)=O	9	8	-0.1	-0.3
COc1ccc(C(=O)Oc2cccc3cccnc23)cc1Br	7	-5	-0.1	-1.9
CN(C)C(=O)Cn1nc(-c2cc3c(s2)CCCC3)oc1=O	-13	-13	-0.1	0.2
CC(C)c1c(O)nc(SCC(=O)O)[nH]c1=O	-12	-4	0.0	0.2
O=C(C1CC(Cc2ccccc2Cl)=NO1)N1CCCCCC1 (stereo not drawn)	0	-38	-0.1	-0.2
O=C(CCC(=O)Nc1ccccc1Br)N/N=C/c1ccc([N+](=O)[O-])cc1	11	3	0.5	0.4
O=C(Nc1ccc([N+](=O)[O-])cc1)c1ccc(S(=O)(=O)N2CCc3ccccc32)cc1	3	-1	-0.5	-1.5
COC(=O)/C=C1/N/C(=N\c2nc(C)cc(C)n2)N(c2ccccc2)C1=O	-12	-3	-0.1	0.5
O=C(CC1Oc2ccccc2NC1=O)Nc1cc(C(F)(F)F)ccc1Cl (stereo not drawn)	7	9	-0.1	0.8
COc1cccc(NC(=O)COc2ccccc2Cl)c1	-4	-62	-0.1	-1.5
CCS(=O)(=O)N1CCN=C1SCc1cccc(C)c1	5	1	0.3	-0.2
CCn1c2ccccc2c2cc(/C=N/NC(=O)c3nnn(-c4nonc4N)c3C)ccc21	-10	3	0.3	0.4
Oc1ccc(CCNc2nc(Cl)nc3nc[nH]c23)cc1	4	-5	0.0	0.8
N#Cc1cc([N+](=O)[O-])ccc1NC(=O)COC(=O)Cc1ccc([N+](=O)[O-])cc1	1	8	-0.1	1.6
Cc1sc(NC(=O)Cc2cccc3ccccc23)c(C#N)c1C	5	-7	0.2	0.3
O=C(CS(=O)CC(=O)c1ccccc1)Nc1ccccc1 (stereo not drawn)	0	-6	0.1	-0.9
CCc1ccccc1N(CC(=O)Nc1ccc2ccccc2c1)S(C)(=O)=O	5	0	-0.1	0.2
CCOc1ccc(NC(=O)CC2SC(=O)NC2=O)cc1 (stereo not drawn)	-4	6	0.1	-0.3
C=CCn1c(C(=O)c2ccc(Cl)cc2)c(C(=O)O)c2ccccc21	4	-3	-0.1	0.5
COCCn1nnnc1C(c1cc2cc3c(cc2[nH]c1=O)OCCO3)N1CCCC1 (stereo not drawn)	11	-2	0.6	-0.7

Bioassay records as filed in PubChem.
